MOR-DOR inv ag = mu-delta opioid heterodimer inverse agonism; actives 0.21% (n = 340,000); cell-based MOR-DOR heterodimer luminescence; P35372+P41143; inhibition, % at 9.3 µM; in the data active = inhibition above about 22%, passing the limit was not always enough;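 also: 0% = cells with DMSO and 100% = wells without cells with DMSO; values of inactives mirror those of a sister screen read the other way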
Target sequence (P35372 whole entry, looked up): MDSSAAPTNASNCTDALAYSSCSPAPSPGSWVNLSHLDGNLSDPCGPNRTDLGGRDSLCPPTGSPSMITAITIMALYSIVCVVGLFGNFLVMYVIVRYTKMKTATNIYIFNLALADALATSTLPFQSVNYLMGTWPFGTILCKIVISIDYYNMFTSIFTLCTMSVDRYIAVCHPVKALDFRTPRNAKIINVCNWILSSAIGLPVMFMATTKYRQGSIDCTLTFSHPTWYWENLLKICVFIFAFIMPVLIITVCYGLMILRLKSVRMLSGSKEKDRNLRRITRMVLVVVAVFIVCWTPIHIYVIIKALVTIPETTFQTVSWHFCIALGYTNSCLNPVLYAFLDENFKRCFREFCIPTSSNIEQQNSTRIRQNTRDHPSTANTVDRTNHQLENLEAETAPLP
Target sequence (P41143 whole entry, looked up): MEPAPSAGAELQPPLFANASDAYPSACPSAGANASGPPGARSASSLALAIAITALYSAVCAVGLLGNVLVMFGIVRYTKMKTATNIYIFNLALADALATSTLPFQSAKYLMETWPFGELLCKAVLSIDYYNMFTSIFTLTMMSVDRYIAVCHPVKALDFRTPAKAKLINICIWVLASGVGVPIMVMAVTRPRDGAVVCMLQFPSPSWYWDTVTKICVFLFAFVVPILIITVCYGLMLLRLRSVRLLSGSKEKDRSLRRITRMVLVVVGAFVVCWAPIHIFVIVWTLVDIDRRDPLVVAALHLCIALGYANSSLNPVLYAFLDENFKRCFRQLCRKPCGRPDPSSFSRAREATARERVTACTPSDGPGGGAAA
Tat export inh = inhibitors of E. coli Tat protein transport; E. coli MC4100 TorA-mCherry Tat export, fluorescence; inhibition, % at 10 µM; actives 0.036% (n = 340,000); AID 488895;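 active = mean replicate inhibition at least 50% and at least half of replicates individually reaching 50%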;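 also: exported cargo escapes ClpAP degradation while cytoplasmic cargo is degraded and loses fluorescence; 0% = median of neutral control wells and 100% = median of NaSCN control wells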
OPRM1-OPRD1 ag = agonists of human mu-delta opioid receptor heterodimerization; cells, OPRM1-OPRD1 heterodimerization, luminescence; actives 0.3% (n = 340,000); P35372+P41143; activation, % at 9.3 µM; AID 504326; in the data active = activation above about 18%;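 also: 0% = vehicle-treated cells and 100% = reference agonist; values of inactives mirror those of a sister screen read the other way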
PfHsp90 yeast 2 = reduces growth (ATP signal) of yeast expressing P. falciparum Hsp90; S. cerevisiae expressing PfHsp90, BacTiter-Glo ATP, 48 h; yeast lacking PDR1 and PDR3 efflux regulators; inhibition, % at 9.4 µM; actives 0.32% (n = 310,000); AID 504621;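 active = every replicate shows inhibition above about 80%, whatever the replicate mean, limit read from the data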;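 also: 0% = DMSO neutral controls and 100% = 20 µM radicicol positive controls; yeast relying on Plasmodium falciparum Hsp90 in place of its own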
phage Ecoli inh = E. coli growth loss with phage present. growth absorbance. inhibition, % at 11.9 µM. actives 0.26% (n = 360,000). AID 651602; in the data active = inhibition above about 11%
Pemphigus Ab inh = inhibitors of pemphigus antibody binding to human desmoglein-3; actives 0.48% (n = 310,000); DSG3-coupled beads, scFv-anti-DSG3-GFP binding, flow cytometry; hits give low values; binding (percent of control), % at 10 µM; P32926;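 active = binding more than 3 SD below its plate's average and above zero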;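 also: hits lower antibody fragment binding to DSG3; some compounds called inactive have numbers as strong as hits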
Ecoli viability = bacterial growth inhibition, counter-screen for AddAB inhibitors; E. coli V3065 growth, OD600 absorbance, 18 h; inhibition, % at 11.9 µM; actives 0.27% (n = 330,000);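 active = inhibition above the campaign's mean inhibition across all tested compounds plus 3 SD, cut at about 9.9% in these data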;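 also: uninfected addAB+ strain grown without phage in ampicillin broth; 0% = DMSO wells and 100% = ciprofloxacin 0.95 µg/ml wells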
Arr AP2 block = blocks beta-arrestin peptide binding to AP2 adaptin; FITC-arrestin peptide / GST-AP2 beads, flow cytometry; AP2 beta2 appendage carries R879A mutation; inhibition, % at 10 µM; actives 0.31% (n = 340,000);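 active = inhibition above a set limit, near 3 SD of compounds lacking own fluorescence, cut at about 54% in these data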;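 also: plate controls were DMSO wells for no effect and 5 µM unlabelled arrestin peptide for full effect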
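Material – AP2 appendage R879A on GSH beads · Buffer or medium – PBS with 0.05% Tween 20 and 0.1% BSA · Probe or stimulus – fluorescein-tagged arrestin peptide at 50 nM final · Incubation – compound with beads 12 min RT, then probe 1 h RT · Detection – high-throughput flow cytometry of beads, ex 488, em 535 nm · Evaluation – percent response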
SUMO Mot1 rescue = blocks SUMOylation pathway, rescuing yeast Mot1-301 growth | S. cerevisiae Mot1-301 growth rescue, ATP luminescence, 38.5C; percent above DMSO median, 100 means doubled | growth rescue, % at 18.8 µM | actives 1% (n = 320,000);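 active = every valid replicate shows activation above 250% relative to neutral control wells; inactive = the rest, any valid replicate at or below 250%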;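 also: OY570 slx delta 5 strain wells were the positive control but not used for scaling; some compounds called inactive have numbers as strong as hits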
PKA-R1A act = activates the PKA-R1A holoenzyme complex. activation, % at 11.4 µM. P00514+P68181. AID 504707. actives 0.083% (n = 340,000). PKA-R1A dissociation, Cy5-IP20 fluorescence polarization; scaled: DMSO 0%, 113 µM cGMP 100%;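 active = percent activation above the mean of all tested compounds plus 3 SD, cut at about 19% in these data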;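 also: higher means more PKAc released from R1A so a rise in polarization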
AddAB inh = less growth of phage-infected E. coli with AddAB | AID 435030 | inhibition, % at 11.9 µM | actives 0.29% (n = 330,000) | E. coli expressing H. pylori AddAB, absorbance growth; in the data active = inhibition above about 12%;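 also: 0% = vehicle wells of infected cells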
* marks the source's active call; other numbers are inactive results. Random draw from the library; 2.8% or so of the library scored in one or more.

How did Cc1nn2c3ccccc3n(C)c2nc1=O do in these assays?
MOR-DOR inv ag: 11; Tat export inh: -2; OPRM1-OPRD1 ag: -2.0; PfHsp90 yeast 2: 12; phage Ecoli inh: 2.8; Pemphigus Ab inh: 108; Ecoli viability: 2.7; Arr AP2 block: -2; SUMO Mot1 rescue: -15; PKA-R1A act: -4; AddAB inh: 1.4

Results for Cn1c(SCC(=O)N2c3ccccc3Sc3ccc(Cl)cc32)nnc1-c1ccco1 ?
MOR-DOR inv ag: -5; Tat export inh: 1; OPRM1-OPRD1 ag: 0.9; PfHsp90 yeast 2: -8; phage Ecoli inh: 0.8; Pemphigus Ab inh: 101; Ecoli viability: -1.6; Arr AP2 block: 5; SUMO Mot1 rescue: 59; PKA-R1A act: 3; AddAB inh: -2.2

Results for COc1cc(OC)cc(C(=O)OCC(=O)NCc2ccco2)c1 ?
MOR-DOR inv ag: 4; Tat export inh: 3; OPRM1-OPRD1 ag: -1.0; PfHsp90 yeast 2: 7; phage Ecoli inh: -0.9; Pemphigus Ab inh: 110; Ecoli viability: -5.8; Arr AP2 block: 7; SUMO Mot1 rescue: -7; PKA-R1A act: -7; AddAB inh: -0.8

What do the screens show for `CCc1ccccc1NC(=O)C1CCN(C(=O)c2ccc([N+](=O)[O-])cc2)CC1`?
MOR-DOR inv ag: -7; Tat export inh: -2; OPRM1-OPRD1 ag: 1.0; PfHsp90 yeast 2: -12; phage Ecoli inh: 3.2; Pemphigus Ab inh: 91; Ecoli viability: -0.8; Arr AP2 block: 5; SUMO Mot1 rescue: -11; PKA-R1A act: 3; AddAB inh: -3.1

How did Cc1ccc2c(c1)N(Cc1ccc3c(c1)OCO3)C(=O)C(C)O2 (stereo not drawn) do in these assays?
MOR-DOR inv ag: -31; Tat export inh: -10; OPRM1-OPRD1 ag: 5.5; PfHsp90 yeast 2: -1; phage Ecoli inh: 2.5; Pemphigus Ab inh: 109; Ecoli viability: -1.5; Arr AP2 block: 5; SUMO Mot1 rescue: -27; PKA-R1A act: 5; AddAB inh: 0.9

Results for Cc1[nH]c2ccccc2c1C(=O)CSc1ccc(F)cc1 ?
MOR-DOR inv ag: -13; Tat export inh: 3; OPRM1-OPRD1 ag: 2.5; PfHsp90 yeast 2: 9; phage Ecoli inh: 4.8; Pemphigus Ab inh: 91; Ecoli viability: 1.0; Arr AP2 block: -2; SUMO Mot1 rescue: -34; PKA-R1A act: -8; AddAB inh: 4.0

What do the screens show for `CC(C)Cc1cc(CN2CCCC(CO)(Cc3cccc(Cl)c3)C2)[nH]n1` (stereo not drawn)?
MOR-DOR inv ag: -42; Tat export inh: 7; OPRM1-OPRD1 ag: 8.1; PfHsp90 yeast 2: -14; phage Ecoli inh: 3.4; Pemphigus Ab inh: 125; Ecoli viability: -1.9; Arr AP2 block: -18; SUMO Mot1 rescue: 46; PKA-R1A act: 2; AddAB inh: -3.7

How did COC(=O)c1ccccc1NC(=O)COC(=O)/C=C/c1ccco1 do in these assays?
MOR-DOR inv ag: -97; Tat export inh: -3; OPRM1-OPRD1 ag: 21*; PfHsp90 yeast 2: -8; phage Ecoli inh: 0.9; Ecoli viability: -0.8; Arr AP2 block: -3; SUMO Mot1 rescue: -4; PKA-R1A act: 6; AddAB inh: 1.2

How did CC1CCN(C(=O)c2ccccc2NC(=O)Nc2ccccc2)CC1 do in these assays?
MOR-DOR inv ag: 19; Tat export inh: 16; OPRM1-OPRD1 ag: -5.7; PfHsp90 yeast 2: -16; phage Ecoli inh: 2.1; Pemphigus Ab inh: 113; Ecoli viability: 3.1; Arr AP2 block: -6; SUMO Mot1 rescue: -4; PKA-R1A act: -6; AddAB inh: 0.9

What do the screens show for `CCOC(=O)c1c(NC(=O)c2cccc([N+](=O)[O-])c2C(=O)O)sc2c1CCCC2`?
MOR-DOR inv ag: 7; Tat export inh: -7; OPRM1-OPRD1 ag: -1.5; PfHsp90 yeast 2: 7; phage Ecoli inh: 0.9; Pemphigus Ab inh: 94; Ecoli viability: 1.9; Arr AP2 block: 5; SUMO Mot1 rescue: 0; PKA-R1A act: -4; AddAB inh: 1.9

Results for O=C(COC(=O)c1c[nH]c2ccccc12)Nc1ccc([N+](=O)[O-])cc1 ?
MOR-DOR inv ag: 1; Tat export inh: -1; OPRM1-OPRD1 ag: -0.3; PfHsp90 yeast 2: 8; phage Ecoli inh: 1.0; Pemphigus Ab inh: 107; Ecoli viability: -0.5; Arr AP2 block: 3; SUMO Mot1 rescue: -10; PKA-R1A act: -11; AddAB inh: 1.6

How did Cc1ccc(-c2nnc(SCC(=O)N3CCCc4ccccc43)n2N)cc1 do in these assays?
MOR-DOR inv ag: 12; Tat export inh: 11; OPRM1-OPRD1 ag: -3.0; PfHsp90 yeast 2: 29; phage Ecoli inh: 1.7; Pemphigus Ab inh: 115; Ecoli viability: -0.9; Arr AP2 block: 0; SUMO Mot1 rescue: 3; PKA-R1A act: 4; AddAB inh: 0.9

Results for O=C(COC(=O)c1ccc(F)cc1)NCCc1ccc(F)cc1 ?
MOR-DOR inv ag: -9; Tat export inh: -2; OPRM1-OPRD1 ag: 1.9; PfHsp90 yeast 2: 21; phage Ecoli inh: 4.6; Pemphigus Ab inh: 98; Ecoli viability: 0.7; Arr AP2 block: 3; SUMO Mot1 rescue: 21; PKA-R1A act: -3; AddAB inh: 1.5

Results for Cc1nc(N)sc1-c1csc(Nc2cccc(O)c2)n1 ?
MOR-DOR inv ag: 12; Tat export inh: -1; OPRM1-OPRD1 ag: -2.4; PfHsp90 yeast 2: -6; phage Ecoli inh: -0.2; Pemphigus Ab inh: 114; Ecoli viability: -2.8; Arr AP2 block: 45; SUMO Mot1 rescue: -6; PKA-R1A act: 1; AddAB inh: 0.2

Results for COc1ccc(Cl)cc1N(C(=O)c1ccco1)C(C(=O)NC1CCCC1)c1ccncc1 (stereo not drawn) ?
MOR-DOR inv ag: 13; Tat export inh: 0; OPRM1-OPRD1 ag: -2.5; PfHsp90 yeast 2: -46; phage Ecoli inh: -0.6; Pemphigus Ab inh: 108; Ecoli viability: -0.4; Arr AP2 block: 8; SUMO Mot1 rescue: 407*; PKA-R1A act: 0; AddAB inh: 2.9

What do the screens show for `Cc1ccc(S(=O)(=O)N(C)C)cc1NC(=O)CN1C(=O)NC(Cc2c[nH]c3ccccc23)C1=O` (stereo not drawn)?
MOR-DOR inv ag: 10; Tat export inh: -5; OPRM1-OPRD1 ag: -2.0; PfHsp90 yeast 2: 2; phage Ecoli inh: 0.6; Pemphigus Ab inh: 90; Ecoli viability: -1.4; Arr AP2 block: 6; PKA-R1A act: -7; AddAB inh: -1.1

Results for Cc1cccc(C(=O)C2CCN(S(=O)(=O)c3ccc(C(=O)O)cc3)CC2)c1 ?
MOR-DOR inv ag: 17; Tat export inh: -1; OPRM1-OPRD1 ag: -3.2; PfHsp90 yeast 2: 15; phage Ecoli inh: -0.8; Pemphigus Ab inh: 108; Ecoli viability: 0.8; Arr AP2 block: -5; SUMO Mot1 rescue: -11; PKA-R1A act: -6; AddAB inh: 1.9

What do the screens show for `COc1ccc(NC(=O)C2C3C=CC4(O3)C2C(=O)N(CCN2CCCCC2)C4C(=O)NC2CCCCC2)cc1` (stereo not drawn)?
MOR-DOR inv ag: 2; Tat export inh: -2; OPRM1-OPRD1 ag: -0.3; PfHsp90 yeast 2: -7; phage Ecoli inh: 1.5; Pemphigus Ab inh: 93; Ecoli viability: -1.8; Arr AP2 block: -10; SUMO Mot1 rescue: 24; PKA-R1A act: 8; AddAB inh: 2.8

How did CC1CC(C)CN(C(=O)C2CCCN(c3ncnc4c3nc3n4CCCCC3)C2)C1 (stereo not drawn) do in these assays?
MOR-DOR inv ag: 4; Tat export inh: 1; OPRM1-OPRD1 ag: -0.5; PfHsp90 yeast 2: -1; phage Ecoli inh: -1.4; Ecoli viability: -0.4; Arr AP2 block: -4; SUMO Mot1 rescue: 2; PKA-R1A act: -7; AddAB inh: 1.1

Results for CCOC(=O)CCCCCC(=O)Nc1ccc2c(c1)CC(=O)N([C@@H](C)CO)C[C@H](C)[C@@H](CN(C)C(=O)Nc1ccc3c(c1)OCO3)O2 ?
MOR-DOR inv ag: 11; Tat export inh: 7; OPRM1-OPRD1 ag: -1.9; PfHsp90 yeast 2: 0; phage Ecoli inh: 4.1; Pemphigus Ab inh: 106; Arr AP2 block: 11; SUMO Mot1 rescue: -4; PKA-R1A act: 8

Results for CC1CCCC(C)N1C(=O)Nc1cccc(Cl)c1 (stereo not drawn) ?
MOR-DOR inv ag: 12; Tat export inh: -1; OPRM1-OPRD1 ag: -2.7; PfHsp90 yeast 2: 14; phage Ecoli inh: 3.9; Pemphigus Ab inh: 97; Ecoli viability: -1.0; Arr AP2 block: 2; SUMO Mot1 rescue: 95; PKA-R1A act: 0; AddAB inh: 0.2

How did COc1ccc(S(=O)(=O)N(C)C)cc1NCC(=O)Nc1ccc(Br)cc1F do in these assays?
MOR-DOR inv ag: -4; Tat export inh: 0; OPRM1-OPRD1 ag: 0.6; PfHsp90 yeast 2: 0; phage Ecoli inh: 2.0; Pemphigus Ab inh: 90; Ecoli viability: 0.1; Arr AP2 block: 19; SUMO Mot1 rescue: 5; PKA-R1A act: -9; AddAB inh: 3.2

What do the screens show for `CCOc1ccc(NC(=O)c2cccnc2Cl)c([N+](=O)[O-])c1`?
MOR-DOR inv ag: -1; Tat export inh: -1; OPRM1-OPRD1 ag: 0.1; PfHsp90 yeast 2: 12; phage Ecoli inh: 0.4; Pemphigus Ab inh: 93; Ecoli viability: -1.2; Arr AP2 block: -9; SUMO Mot1 rescue: -1; PKA-R1A act: -13; AddAB inh: -0.7

Structures listed so far that contain two or more sulfur atoms (2):
Results for Cn1c(SCC(=O)N2c3ccccc3Sc3ccc(Cl)cc32)nnc1-c1ccco1 ?
MOR-DOR inv ag: -5; Tat export inh: 1; OPRM1-OPRD1 ag: 0.9; PfHsp90 yeast 2: -8; phage Ecoli inh: 0.8; Pemphigus Ab inh: 101; Ecoli viability: -1.6; Arr AP2 block: 5; SUMO Mot1 rescue: 59; PKA-R1A act: 3; AddAB inh: -2.2

Results for Cc1nc(N)sc1-c1csc(Nc2cccc(O)c2)n1 ?
MOR-DOR inv ag: 12; Tat export inh: -1; OPRM1-OPRD1 ag: -2.4; PfHsp90 yeast 2: -6; phage Ecoli inh: -0.2; Pemphigus Ab inh: 114; Ecoli viability: -2.8; Arr AP2 block: 45; SUMO Mot1 rescue: -6; PKA-R1A act: 1; AddAB inh: 0.2
